MBD2 DNA inh: inhibitors of MBD2 binding to methylated DNA, primary screen, biochemical, TR-FRET, DNA-binding domain, human. Methyl-CpG-binding domain protein 2 (Homo sapiens), Q9UBB5. MBD2 binding to methylated oligonucleotide. inhibition, % at 4.4 µM. 370,000 tested, 0.31% active; in the data active means inhibition above about 13%
PRMT1 FP inh: PRMT1 methyltransferase inhibitors, primary screen, biochemical, fluorescence polarization. 370,000 tested, 1.3% active. inhibition, % at 2.79 µM. recombinant PRMT1, activity-based probe fluorescence polarization;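 active means inhibition above about 21% made by adding two undisclosed values, limit read from the data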
UHRF1 binding: UHRF1 methylated DNA binding inhibitors, primary screen, counter-screen for MBD2 inhibitor project, biochemical, TR-FRET, human UHRF1, single concentration; UHRF1 binding to methylated oligo; 370,000 tested, 0.75% active; inhibition, % at 4.4 µM; E3 ubiquitin-protein ligase UHRF1 (Homo sapiens), Q96T88; in the data active means inhibition above about 21%;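 further: UHRF1 SRA domain binding a hemimethylated CpG hairpin DNA probe; 0% = median of test compound wells and 100% = reference inhibitor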
LEDGF integ inh: blockers of LEDGF/p75-dependent integrase strand transfer – biochemical, TR-FRET, high throughput, primary screen; TR-FRET IN-LEDGF/p75 DNA integration, Eu/Cy5; 370,000 tested, 0.64% active; HIV-1 integrase (with human LEDGF/p75); AID 743269, 2014; inhibition, % at 3.7 µM;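 active means inhibition above the screen-wide mean plus 3 SD, cut at about 13% in these data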;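 further: signal is the Cy5 over europium emission ratio at 671 and 618 nm; 0% = plate median of compound wells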
Tn6 DDE FP: inhibitors of Tn6 peptide binding to fibrin DD(E), primary screen, biochemical, fluorescence polarization, human fibrin, Tn6 probe | Fibrin DD(E) TRITC-Tn6 fluorescence polarization displacement | inhibition, % at 8.3 µM | 370,000 tested, 0.21% active;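 active means inhibition above a per-campaign cutoff: mean of compounds within control limits plus 3 SD, cut at about 15% in these data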;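 further: 0% = median of all compound wells on the plate and 100% = blocking peptide control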
Target sequence (P02675 whole entry, looked up): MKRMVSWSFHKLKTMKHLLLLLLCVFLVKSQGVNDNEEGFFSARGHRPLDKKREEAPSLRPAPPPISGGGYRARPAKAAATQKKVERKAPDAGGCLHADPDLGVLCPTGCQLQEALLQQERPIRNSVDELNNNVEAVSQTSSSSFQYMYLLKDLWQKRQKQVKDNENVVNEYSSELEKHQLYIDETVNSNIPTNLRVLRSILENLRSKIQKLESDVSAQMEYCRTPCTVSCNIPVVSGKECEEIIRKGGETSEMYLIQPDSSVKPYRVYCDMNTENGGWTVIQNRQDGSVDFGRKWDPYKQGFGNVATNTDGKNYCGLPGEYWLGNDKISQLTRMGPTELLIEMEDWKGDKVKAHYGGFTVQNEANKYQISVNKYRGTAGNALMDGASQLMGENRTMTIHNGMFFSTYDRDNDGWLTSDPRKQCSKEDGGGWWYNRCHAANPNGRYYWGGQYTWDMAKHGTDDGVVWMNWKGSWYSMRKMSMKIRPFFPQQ
SIAE inh: human SIAE inhibitors, primary screen, biochemical, fluorescence polarization, FP-Rh probe, 1536-well HTS; Sialate O-acetylesterase (Homo sapiens), Q9HAT2; inhibition, % at 9.66 µM; SIAE FP-Rh probe binding; 370,000 tested, 0.69% active; AID 1053197, 2014;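 active means inhibition above a cutoff: mean of compounds within the control limits plus 3 SD of those, cut at about 17% in these data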;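 further: 0% = plate median of compound wells and 100% = probe without SIAE protein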
TDP2 inh: human TDP2 enzyme inhibitors, primary screen, biochemical, epi absorbance, recombinant enzyme; Tyrosyl-DNA phosphodiesterase 2 (Homo sapiens), O95551; T5PNP hydrolysis, p-nitrophenol absorbance 415 nm; inhibition, % at 12.8 µM; 370,000 tested, 0.34% active;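 active means inhibition above the mean of all tested compounds plus 3 SD, set per campaign, cut at about 25% in these data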;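 further: 0% = DMSO with enzyme and 100% = buffer with substrate but no TDP2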
Target sequence (O95551 whole entry, looked up): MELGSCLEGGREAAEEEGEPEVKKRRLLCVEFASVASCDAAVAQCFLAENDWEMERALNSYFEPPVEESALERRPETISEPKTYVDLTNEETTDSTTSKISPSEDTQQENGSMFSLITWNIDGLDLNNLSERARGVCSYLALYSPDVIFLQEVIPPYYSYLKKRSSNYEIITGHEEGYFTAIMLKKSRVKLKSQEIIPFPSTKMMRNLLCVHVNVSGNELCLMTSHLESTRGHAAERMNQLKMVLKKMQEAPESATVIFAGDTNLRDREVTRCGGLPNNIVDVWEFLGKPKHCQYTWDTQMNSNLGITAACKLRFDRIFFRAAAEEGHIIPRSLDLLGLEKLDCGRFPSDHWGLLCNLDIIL
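Test system: Human TDP2 enzyme | Reagent: 5 mM T5PNP | Compound dosing: 12.8 µM single point, 1% DMSO | Incubation: Enzyme reaction with compound for 2 h at 37 °C | Technique: p-Nitrophenol epi absorbance | Read-out: % inhibition relative to enzyme-containing and enzyme-free wells | Benchmarks: High control without enzyme, low control DMSO plus TDP2 | Replicates: Singlicate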
Tn7 DDE FP: inhibitors of Tn7 peptide binding to fibrin DD(E), primary screen, biochemical, fluorescence polarization, human fibrin, Tn7 probe | 370,000 tested, 0.13% active | AID 720508, 2013 | inhibition, % at 8.3 µM | Fibrinogen beta chain (Homo sapiens), P02675 | FP displacement of FITC-Tn7 peptide from fibrin DD(E); 0% = median of compound wells per plate;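 active means inhibition above the mean of compounds falling within the control limits plus 3 SD of them, cut at about 14% in these data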;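 further: 0% = plate median of compound wells and 100% = 10 µM Aha-Tn7 peptide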
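Assay system: Human fibrin DD(E) protein | Medium: Tris buffer with calcium and detergent, pH 7.8 | Reagent: 0.1 µM fluorescent Tn7 | Compound dosing: Single point at 8.3 µM | Times: 10 min preincubation, 3 h with tracer, room temperature | Detection: Fluorescence polarization of the labelled Tn7 tracer | Controls: Aha-Tn7 high control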
TCR-CD3 inh: inhibitors of human TCR-CD3 interaction, primary screen, biochemical, fluorescence, TAMRA-labeled TCR probe; T-cell receptor (TCR); inhibition, % at 9.4 µM; 360,000 tested, 0.37% active; AID 651800, 2012; in the data active means inhibition above about 19%;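 further: recombinant mutant TCR 2C K166C tagged with TAMRA read by polarization; 0% = receptor in buffer alone and 100% = receptor with positive control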
proKLK7 act: proKLK7 zymogen activators, primary screen, biochemical, fluorescence intensity; purified proKLK7, EDANS-DABCYL substrate fluorescence; 100% is mature enzyme control, 0% vehicle; activation, % at 7 µM; 370,000 tested, 0.9% active; AID 652039, 2013;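 active means activation above the mean of all tested compounds plus 3 SD, computed per campaign excluding outliers beyond control limits, cut at about 13% in these data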
* hit, by the source's call.

Values in the order – MBD2 DNA inh	PRMT1 FP inh	UHRF1 binding	LEDGF integ inh	Tn6 DDE FP	SIAE inh	TDP2 inh	Tn7 DDE FP	TCR-CD3 inh	proKLK7 act
- Cc1ccc(CCN2CC(C(=O)NCCCN(C)Cc3ccccc3)CC2=O)cc1 (stereo not given)
    -1	1	0	-2	7	0	-1	-4	6	-0.1
- COc1cccc2c3c(c(C)nc12)CCN3c1ccccc1
    3	-3	0	2	-7	-6	1	-8	-6	9.1
- Cc1c(C(=O)N2CCCCC2)c(S(=O)(=O)N2CCc3ccccc32)c(C)n1C
    2	-2	2	2	7	7	12	-5	8	-0.2
- CNC(=O)CS(=O)(=O)CC(=O)Nc1cc(OCCOC)c(Cl)cc1Cl
    2	0	0	-3	-1	-1	17	7	10	0.1
- CCCC(=O)Nc1ccc(Cl)c(NC(=S)NC(=O)C(C)C)c1
    7	-1	2	1	8	1	-3	-4	-3	0.3
- CCCOCC1CC(CCc2nc(=S)[nH][nH]2)C(=O)O1 (stereo not given)
    3	13	2	3	4	3	0	-8	0	0.7
- O=C(Nc1ccccc1F)c1cc(S(=O)(=O)N2CCOCC2)ccc1N1CCOCC1
    3	-3	-1	2	2	-1	-1	1	3	0.1
- Cc1c(C(=O)N2CCCCC2)sc(NC(=O)C23CC4CC(CC(C4)C2)C3)c1C#N
    -2	0	-1	0	-5	3	6	3	4	-0.7
- O=C(Nc1ccccc1C(=O)N1CCOCC1)c1ccc(CSc2ccccc2)cc1
    -4	1	3	6	3	-2	2	-7	11	0.3
- CC1CC(C)CN(CCOc2cccc(Cl)c2Cl)C1 (stereo not given)
    3	-3	-3	3	0	1	13	-4	2	0.5
- CCN(CC)Cc1nc2sc(C)c(C)c2c(=O)[nH]1
    -5	6	2	2	-8	-2	9	3	0	0.7
- Cc1cccc(N(CC(=O)NC(C)(C)C)C(=O)CNC(=O)c2cccs2)c1C
    -1	-1	0	2	-2	0	-12	-3	0	0.4
- COc1ccc(-c2nc(-c3cccc(C)c3)nc(N3CCN(C)CC3)c2C#N)cc1
    -3	-1	5	-3	4	9	-21	2	-5	-0.1
- O=C(NCCc1ccccc1)C1CCC(Cn2c(=O)c3ccccc3n(Cc3cccnc3)c2=O)CC1 (stereo not given)
    -2	1	4	3	6	2	-9	3	2	-0.6
- O=C(Cn1cnc2cc([N+](=O)[O-])ccc2c1=O)NC(c1ccccc1)c1ccccc1
    -3	-2	0	4	2	-2	-5	-5	-3	-0.5

Part of the list above, with each value named:
> Cc1c(C(=O)N2CCCCC2)sc(NC(=O)C23CC4CC(CC(C4)C2)C3)c1C#N
  MBD2 DNA inh = -2
  PRMT1 FP inh = 0
  UHRF1 binding = -1
  LEDGF integ inh = 0
  Tn6 DDE FP = -5
  SIAE inh = 3
  TDP2 inh = 6
  Tn7 DDE FP = 3
  TCR-CD3 inh = 4
  proKLK7 act = -0.7
> O=C(Nc1ccccc1C(=O)N1CCOCC1)c1ccc(CSc2ccccc2)cc1
  MBD2 DNA inh = -4
  PRMT1 FP inh = 1
  UHRF1 binding = 3
  LEDGF integ inh = 6
  Tn6 DDE FP = 3
  SIAE inh = -2
  TDP2 inh = 2
  Tn7 DDE FP = -7
  TCR-CD3 inh = 11
  proKLK7 act = 0.3

Returning to the listing, repeating the 5 entries before the break.
Values in the order – MBD2 DNA inh	PRMT1 FP inh	UHRF1 binding	LEDGF integ inh	Tn6 DDE FP	SIAE inh	TDP2 inh	Tn7 DDE FP	TCR-CD3 inh	proKLK7 act
- CCN(CC)Cc1nc2sc(C)c(C)c2c(=O)[nH]1
    -5	6	2	2	-8	-2	9	3	0	0.7
- Cc1cccc(N(CC(=O)NC(C)(C)C)C(=O)CNC(=O)c2cccs2)c1C
    -1	-1	0	2	-2	0	-12	-3	0	0.4
- COc1ccc(-c2nc(-c3cccc(C)c3)nc(N3CCN(C)CC3)c2C#N)cc1
    -3	-1	5	-3	4	9	-21	2	-5	-0.1
- O=C(NCCc1ccccc1)C1CCC(Cn2c(=O)c3ccccc3n(Cc3cccnc3)c2=O)CC1 (stereo not given)
    -2	1	4	3	6	2	-9	3	2	-0.6
- O=C(Cn1cnc2cc([N+](=O)[O-])ccc2c1=O)NC(c1ccccc1)c1ccccc1
    -3	-2	0	4	2	-2	-5	-5	-3	-0.5
- COc1ccc(N(C(C)=O)C2C=CS(=O)(=O)C2)c(OC)c1 (stereo not given)
    1	-1	3	2	3	0	-2	3	-4	-0.3
- CC(=O)N(c1ccc(Cl)cc1)c1nc(C)cc(C)c1C#N
    -5	-2	-2	-2	6	4	4	3	5	0.0
- COCC1CCN(Cc2c(C(=O)N3CCN(C4CCCCC4)CC3)nc3ccccn23)C1 (stereo not given)
    -3	7	0	0	3	-2	6	1	-3	1.3
- Cc1nn(C)c(C)c1S(=O)(=O)N1CCC(C(=O)Nc2ccc3c(c2)OCCO3)CC1
    -2	1	1	1	-9	0	-6	2	5	0.1
- CN(C)c1nc(N)c2ncc(=S)[nH]c2n1
    -3	21	-1	-2	3	3	12	3	-4	-0.5
- C[C@@H]1[C@@H](Sc2ccccc2)CC(=O)O[C@@H]1c1ccc(-c2ccccc2)cc1
    -6	1	-1	1	3	-5	-8	-8	0	0.1
- CC(Cl)C(=O)NNC(=O)CNS(=O)(=O)c1ccccc1 (stereo not given)
    -2	-1	1	4	3	0	-3	-3	1	-0.4
- O=C(NCCS(=O)(=O)N1CCN(c2ccccc2)CC1)c1cc(=O)c2ccccc2o1
    -3	6	0	1	4	0	7	2	11	0.8
- CCc1nn2cc(-c3ccccc3)nc2s1
    3	5	4	-2	-2	1	-2	0	-7	-0.2
- O=c1cc(CN2CCN(S(=O)(=O)/C=C/c3ccccc3)CC2)c2ccc(O)cc2o1
    4	-2	1	0	-2	-5	3	0	0	-167
- CCn1cc(C(=O)N2CC(C)CC(C)C2)c(=O)c2cc(S(=O)(=O)N3CCOCC3)ccc21 (stereo not given)
    2	3	2	1	4	-3	5	1	-11	0.1
- CCOc1ccc(-c2nnn(CC(=O)NCc3cccs3)n2)cc1
    4	-1	0	1	0	-3	-4	0	5	0.1
- CC(C)CC(=O)Nc1ccc(S(=O)(=O)N2CCCC2)cc1
    -3	-7	0	1	-3	8	-9	-4	0	-0.1
- O/N=C(/c1ccc(F)cc1)C1CC1c1c(F)cccc1Cl (stereo not given)
    1	2	3	3	-5	-3	-10	-1	-4	-0.1
- Cc1c(C(=O)N(Cc2cccc(Br)c2)C2CCS(=O)(=O)C2)oc2ccc(F)cc12 (stereo not given)
    8	4	3	-2	-13	-11	-18	-4	-1	0.9
- CCCCC(=O)NS(=O)(=O)c1ccc(N=NN2CCOCC2)cc1
    1	-1	2	2	-8	-3	0	-3	5	-0.6
- CCOc1ncccc1C(=O)Nc1ccc(F)c(Cl)c1
    8	6	76*	0	-5	-9	-2	2	-5	0.4
- COc1ccc(CNC(=O)COC(=O)c2ccc(OCC3CCCO3)cc2)cc1 (stereo not given)
    -7	-1	-3	-6	4	5	-2	2	9	-0.1
- CCN1CCN(CCc2nc3cc([N+](=O)[O-])ccc3n2C)CC1
    1	-3	6	9	9	2	-13	-5	-8	-0.7
- O=C(CSc1nc(-c2ccccc2)nc2c1Cc1ccccc1O2)Nc1ccc(C(=O)O)cc1
    -6	-1	-1	-2	-1	-57	4	2	4	0.2
- CCCOc1ccc(C2=CSC3=NCCN23)cc1[N+](=O)[O-]
    -3	16	0	3	2	1	-18	-4	-2	-0.3
- COc1ccccc1N1CCN(C(=O)c2cn(-c3ccccc3)nc2-c2cccnc2)CC1
    -6	0	4	1	-5	0	3	-6	3	0.3
- CCOc1ccc(NS(=O)(=O)c2ccc(NC(=S)NC(=O)CC(C)C)cc2)cc1
    0	4	1	0	-2	-21	-7	-2	-1	0.3
- CCOC(=O)C1=C(c2ccccc2)N(C)C(=O)NC1c1ccc(OC(F)F)c(OC)c1 (stereo not given)
    0	-1	-1	2	-5	0	-6	-1	11	-0.6
- CCCCn1c(N)c(N(CCOC)C(=O)c2ccc(C)o2)c(=O)[nH]c1=O
    3	0	22*	0	0	4	9	7	7	0.1
- CC(C)(C)C(=O)CNS(=O)(=O)c1ccc(S(=O)(=O)NC2CCCC2)cc1
    2	3	6	-4	1	1	-10	10	-6	-0.6
- CC1(C(=O)NS(=O)(=O)c2cccc(OC(F)F)c2)CCN1C(=O)Cc1ccsc1 (stereo not given)
    -1	3	-1	2	11	4	5	0	5	0.7
- CN(c1ccc(OC(=O)CN2C(=O)NC3(CCCC3)C2=O)cc1)S(=O)(=O)c1ccccc1
    1	0	-1	0	-8	0	4	3	0	-0.2
- CS(=O)(=O)N1CCCCC1c1cc(C(=O)NCc2ccc(F)cc2)no1 (stereo not given)
    2	-8	1	4	1	7	-8	-7	1	0.0
- CC(C)Oc1ccc(CN2CCCC(CO)(Cc3ccc(F)cc3)C2)cc1 (stereo not given)
    1	-1	0	1	3	-4	-11	-4	-6	1.1
- Cc1cc(C(=O)N/N=C/c2cccnc2)c2ccccc2n1
    5	3	-1	-3	3	4	4	0	-2	-0.3
- Cc1sc(NC(=O)C2CCCC2)c(C#N)c1C
    -2	21	0	4	-2	0	-1	0	-4	0.0
- Cc1ccc(S(=O)(=O)CCC(=O)N2CCN(c3ccc([N+](=O)[O-])cc3)CC2)cc1
    -7	3	-1	0	-3	6	0	4	-5	-0.3
- O=C(CCCn1c(=O)oc2ccccc21)Nc1ccccc1
    0	1	-1	-3	-8	2	11	-1	-6	-0.4
- COc1ccc(/C(N)=N/OC(=O)c2c(-c3ccccc3Cl)noc2C)cc1OC
    -2	3	0	-5	1	-3	-10	-8	-5	0.4
- CC1(C)c2ccccc2N2CCC(=O)NC21/C=C/c1ccco1 (stereo not given)
    1	20	-1	3	17*	-5	7	5	19*	-0.1
- O=C(N/N=C\c1ccc(O)c([N+](=O)[O-])c1)c1ccccc1-n1cccc1
    -2	3	0	-8	3	4	-11	-1	-1	1.1

Assay outcomes: PubChem BioAssay, The Scripps Research Institute Molecular Screening Center
